Screening results as filed in PubChem.
KinaseGlo FLuc – blocks Kinase-Glo luciferase, a counter-screen artifact | Kinase-Glo luciferase, ATP luminescence, 8 min | Potency, µM (titrated, usually from 38.3 µM), inactives show at the highest dose activity change, negative = inhibition, usual class: inhibitors | hit rate 0.28% among 200,000 | AID 1379 | Q27757; note: potency is the fitted concentration of half-maximal effect; % is set by controls: 0 for no effect and ±100 for the full control effect; nearly all actives have a fitted effect of over 60% in size
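Light output from Kinase-Glo luciferase with luciferin and 10 uM ATP in 50 mM imidazole pH 7.2, KCl, MgCl2, Tween 20, BSA; compound pin-delivered, 8-min ambient incubation, then luminescence read.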
IMPase Li inh – cell-permeable IMPase inhibitors with lithium potentiation; CHO-M1 cells, IP1 TR-FRET (IP-One), carbachol + lithium; Potency, µM (top dose mostly 59.4 µM), for the others: at the highest dose activity, negative = IMPase inhibition, actives largely listed as inhibitors; hit rate 0.35% among 210,000; AID 1457;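 note: IP1 builds up when IMPase is blocked and the TR-FRET signal falls; potency is the fitted concentration of half-maximal effect; plate controls were basal vehicle for no effect and high inhibitor control for full effect; nearly all actives have a fitted effect of over 50% in size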
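Concentration–response in CHO-M1 cells, lithium-potentiated; 30 min at 37C. IP1 detected by competitive TR-FRET after 10 min lysis at RT. Hill-fitted AC50.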
HTT ATP protect – Huntington cell model cytoprotection by ATP luminescence | PC12 HTT-Q103 induced, cytoprotection, ATP luminescence, 40 h | Potency, µM (highest dose often 56.4 µM), inactives show cytoprotection (ATP increase), most hits filed as activators | hit rate 0.14% among 230,000 | AID 1471;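 note: potency is the fitted concentration of half-maximal effect; % of control where 0% means no effect; nearly all actives have a fitted effect of over 45% in size; toxic huntingtin expression switched on by the ecdysone agonist tebufenozide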
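PC12 cells with ecdysone-inducible HTT exon 1 Q103-GFP, induced with 100 nM tebufenozide and co-treated with library compounds in a dose series (1536-well, 1500 cells/well). Cytoprotection read as ATP content by ATPlite luminescence.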
HttQ103 aggreg – inhibitors of mutant huntingtin aggregate formation in PC12 cells; AID 1688; hit rate 1.1% among 220,000; PC12 HttQ103-GFP aggregates, Acumen cytometry, 40 h; Potency, µM (top dose mostly 46.1 µM), for inactives: top-dose activity change, negative = inhibition, most hits filed as inhibitors; note: potency is the fitted concentration of half-maximal effect; % is set by controls: 0 for no effect and ±100 for the full control effect; nearly all actives have a fitted effect of over 60% in size
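Ecdysone-promoter PC12 model expressing HTT exon 1 Q103 fused to GFP, induced by tebufenozide at 100 nM final. Compounds titrated; aggregates sized 1–25 µm scored on a 488 nm laser cytometer.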
SMN2 splice enh – SMN2 splice variant enhancement; Potency, µM (top dose mostly 46.1 µM), for inactives: at the highest dose activity change, positive = activation, hits mostly activators; HEK293 SMN2-luciferase splicing reporter, luminescence, 30-36 h; AID 1458; hit rate 2.8% among 210,000; note: potency is the fitted concentration of half-maximal effect; % of control where 0% means no effect; nearly all actives have a fitted effect of over 55% in size
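HEK293 cells carry an SMN2 minigene-luciferase reporter in which exon 7 inclusion puts luciferase in frame. Cells were seeded at 2000 cells/well, attached for 10-12 hours, then exposed to compounds for 30-36 hours at 37C before ONE-Glo luminescence.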
CBFb RUNX1 block – CBF-beta/RUNX1 interaction disruption; AlphaScreen CBFb-His/RUNX1-biotin binding, biochemical; Q01196+Q13951; Potency, µM (series often up to 59.8 µM), for the others: at the top dose activity, negative = inhibition, actives largely listed as inhibitors; 230,000 tested, under 10 active; note: % of control where 0% means no effect
Target sequence (Q01196 whole entry, looked up): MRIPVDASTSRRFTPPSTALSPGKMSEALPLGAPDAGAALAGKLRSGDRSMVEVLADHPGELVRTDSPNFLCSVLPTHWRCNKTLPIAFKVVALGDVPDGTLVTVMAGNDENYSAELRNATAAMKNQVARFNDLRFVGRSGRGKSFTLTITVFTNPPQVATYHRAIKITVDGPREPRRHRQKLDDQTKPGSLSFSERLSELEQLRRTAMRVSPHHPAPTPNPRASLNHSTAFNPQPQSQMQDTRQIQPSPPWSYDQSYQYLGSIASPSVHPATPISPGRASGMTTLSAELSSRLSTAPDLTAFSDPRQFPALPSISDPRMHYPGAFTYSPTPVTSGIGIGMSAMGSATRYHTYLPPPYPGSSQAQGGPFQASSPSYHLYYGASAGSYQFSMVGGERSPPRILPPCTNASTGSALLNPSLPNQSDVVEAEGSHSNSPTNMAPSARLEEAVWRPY
Target sequence (Q13951 whole entry, looked up): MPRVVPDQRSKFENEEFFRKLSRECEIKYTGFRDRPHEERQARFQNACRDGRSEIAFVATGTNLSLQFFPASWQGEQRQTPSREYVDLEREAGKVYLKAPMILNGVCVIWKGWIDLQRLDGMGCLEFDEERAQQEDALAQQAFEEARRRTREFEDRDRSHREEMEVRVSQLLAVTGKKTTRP
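Bead-based AlphaScreen assay; binding partners His-tagged CBF-beta and biotinylated RUNX1 at 30 nM each. Compound exposure 15 min after a 20-min protein preincubation; bead step 90 min; all steps at room temperature.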
LMNA splice mod – LMNA splicing modulation; HeLa LMNA splicing GFP/RFP minigene ratio, 48 h; Potency, µM (doses to about 46.1 µM), for the others: at the top dose ratio change, negative = inhibition, usual class: inhibitors; hit rate 0.01% among 200,000; active = well fitted inhibition curve with a large enough effect in the signal ratio, with a control signal flat, not every such curve was filed as active; inconclusive = small, poorly fitted or top-dose-only effect, or effect the other way, or a change in a side signal; the % refers to the signal ratio; note: potency is the fitted concentration of half-maximal effect; % is set by controls: 0 for no effect and ±100 for the full control effect
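S3 HeLa cells stably expressing lamin A-EGFP splicing minigene plus DsRed2, 600 cells/well, 48 h compound exposure at 37C. Laser-scanning cytometry; analysed as GFP (500-530 nm)/RFP (575-640 nm) total intensity ratio; 0.5% DMSO vehicle.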
* = called active by the depositor; ? = inconclusive; · = no result given; [ ] = dose if it differs, or a comment. Unless noted, calls come from the whole dose curve; as a rule, active = well fitted curve in the direction sought with a large enough effect; inconclusive = small, poorly fitted or top-dose-only effect, or another doubt; inactive = no such curve, though single readings can be large; an effect the other way counts as inactive or inconclusive.

#1 Cc1nn(Cc2ccc(C(=O)N3N=C(C(F)F)CC3(O)C(F)F)cc2)c(C)c1[N+](=O)[O-] (configuration not stated)
#2 CCOc1ccc(C2C(C(=O)C3CC3)N3C=C(C#N)C=CC3C2(C#N)C#N)cc1 (configuration not stated)
#3 Cc1ccc(N2CN(CCC3=CCCCC3)CNC2=S)cc1
#4 Cc1ccc(Nc2nc(NCCCN3CCOCC3)nc(N)c2[N+](=O)[O-])cc1C
#5 CCCC/C(O)=C1\C(=O)CCCC1=NCCc1c(C)[nH]c2ccccc12
#6 CCC(=O)N1CCN(c2ccc(NC(=O)c3ccc(Br)o3)cc2)CC1
#7 CCn1c(=NC(=O)CSC(C)=O)sc2cc(F)ccc21
#8 CCc1cccc(NC(=O)CN(C)S(=O)(=O)c2cccs2)c1
#9 Cc1csc(B(O)O)c1
#10 Cc1noc(NS(=O)(=O)c2ccc(NC(=O)COc3ccc(Cl)cc3Cl)cc2)c1C
Assay by compound	1	2	3	4	5	6	7	8	9	10
LMNA splice mod	-5%	2%	·	0%	·	-4%	5%	·	·	-2%
IMPase Li inh	7%[38.3 µM]	11%[38.3 µM]	·	15%	·	-1%	5%[38.3 µM]	14%	-2%	16%[38.3 µM]
CBFb RUNX1 block	0%	-4%	-9%	-7%	0%	0%	17%	7%	18%	-13%
HTT ATP protect	16%	-29%	25%[10 µM]	15%[10 µM]	-35%[10 µM]	·	5%	-16%	-34%[inhibitor]	-16%[10 µM]
SMN2 splice enh	-13%	6%	·	2%	·	13%	1%	20%	-3%	-15%
KinaseGlo FLuc	0%	0%	·	1%	·	-2%	-5%	-1%	-4%	4%
HttQ103 aggreg	-15%	?	-2%[9.22 µM]	?	-30%[9.22 µM]	-17%	30%	3%	·	11%

#11 O=C(CNCc1cccnc1)Nc1cc(C(F)(F)F)ccc1N1CCOCC1
#12 O=C(Nc1cccc(S(=O)(=O)N2CCOCC2)c1)c1ccc2c(=O)n3c(nc2c1)CCCCC3
#13 CCOC(=O)c1sc(NC(=O)Nc2ccc(Cl)cc2)cc1C
#14 Cc1ccc(C(C)C)c(OCC(=O)NNC(=O)C(C(C)C)N2C(=O)c3ccccc3C2=O)c1 (configuration not stated)
#15 CCc1nc(SCC(=O)NCC2CCCO2)c2oc3ccccc3c2n1 (configuration not stated)
#16 COc1ccc2oc(=O)c(C(=O)NCc3ccc4c(c3)OCO4)cc2c1
#17 Cc1c(NC(=O)COC(=O)c2ccc(S(=O)(=O)N3CCOCC3)cc2)c(=O)n(-c2ccccc2)n1C
#18 COCC(=O)N1CCC(n2nnc3cc(C(F)(F)F)ccc32)CC1
#19 CS(=O)(=O)N(CCc1ccccc1)CC(=O)N1CCCCC1
#20 Cc1nn(Cc2ccc(F)cc2)c(C)c1NC(=O)c1cc2ncc(Br)cn2n1
Assay by compound	11	12	13	14	15	16	17	18	19	20
LMNA splice mod	?	?	?	-14%	?	-12%	·	·	-3%	·
IMPase Li inh	·	22%	21%	5%	0%[38.3 µM]	3%	-3%	0%	0%[38.3 µM]	-1%
CBFb RUNX1 block	10%	-7%	-1%	3%	4%	-1%	0%	-4%	3%	-14%
HTT ATP protect	16%[10 µM]	-10%	-6%[10 µM]	5%[10 µM]	-21%[0.074 µM]	30%[10 µM]	·	5%[10 µM]	-6%[0.074 µM]	26%[10 µM]
SMN2 splice enh	·	-68%[inhibitor]	-22%	-13%[1.84 µM]	-24%	17%	17%	·	-4%	·
KinaseGlo FLuc	·	-2%	1%	-3%	1%	1%	3%	2%	-6%	-1%
HttQ103 aggreg	8%[9.22 µM]	-18%	22µM*	-8%	-22%	7%	5%	4%[9.22 µM]	-5%	-1%[9.22 µM]

Looked up by structure from the list above, five records:
#14 Cc1ccc(C(C)C)c(OCC(=O)NNC(=O)C(C(C)C)N2C(=O)c3ccccc3C2=O)c1 (configuration not stated)
#19 CS(=O)(=O)N(CCc1ccccc1)CC(=O)N1CCCCC1
#3 Cc1ccc(N2CN(CCC3=CCCCC3)CNC2=S)cc1
#17 Cc1c(NC(=O)COC(=O)c2ccc(S(=O)(=O)N3CCOCC3)cc2)c(=O)n(-c2ccccc2)n1C
#11 O=C(CNCc1cccnc1)Nc1cc(C(F)(F)F)ccc1N1CCOCC1
Assay by compound	14	19	3	17	11
LMNA splice mod	-14%	-3%	·	·	?
IMPase Li inh	5%	0%[38.3 µM]	·	-3%	·
CBFb RUNX1 block	3%	3%	-9%	0%	10%
HTT ATP protect	5%[10 µM]	-6%[0.074 µM]	25%[10 µM]	·	16%[10 µM]
SMN2 splice enh	-13%[1.84 µM]	-4%	·	17%	·
KinaseGlo FLuc	-3%	-6%	·	3%	·
HttQ103 aggreg	-8%	-5%	-2%[9.22 µM]	5%	8%[9.22 µM]

The list continues.
#21 O=c1cc(-c2ccccc2)nc(N2CCN(Cc3ccccc3)CC2)[nH]1
#22 CC(Oc1ccccc1)C(=O)OCC(=O)N1CC(=O)Nc2ccccc21 (configuration not stated)
#23 COc1ccccc1CCn1c(=O)cnc2cncnc21
#24 Cc1ccc(S(=O)(=O)/N=C(/c2ccccc2)N(C)c2ccc(O)cc2)cc1
#25 CC1(C(=O)NCc2cccnc2)CCC(=O)N1Cc1cccs1 (configuration not stated)
#26 CSc1nncc(/C(C)=N\Nc2ccccc2)n1
#27 O=C(c1ccco1)N1CCN(c2ncccn2)CC1
#28 CCc1nnc(NC(=O)CCC(=O)NCC2CCCO2)s1 (configuration not stated)
#29 CCOC(=O)c1ccc(N/C(=N\S(=O)(=O)c2ccccc2C)c2ccccc2)cc1
#30 Cc1cccc(/C=C2\CCC(C3CCCC3)C2=O)c1 (configuration not stated)
Assay by compound	21	22	23	24	25	26	27	28	29	30
LMNA splice mod	?	-6%[46 µM]	?	·	-7%	11%	-1%	-3%	?	-5%
IMPase Li inh	-1%[38.3 µM]	7%	1%	8%	10%[38.3 µM]	12%[38.3 µM]	4%[38.3 µM]	17%[38.3 µM]	-8%[38.3 µM]	2%
CBFb RUNX1 block	11%	14%	·	5%	10%	0%	0%	6%	-4%	10%
HTT ATP protect	-2%[0.074 µM]	-15%[10 µM]	-79%[inhibitor]	?	-8%	1%	1%	19%	-14%	-24%[10 µM]
SMN2 splice enh	-4%	5%	·	-1%	-1%	-7%	11%	10%	-6%	-6%
KinaseGlo FLuc	-2%	-2%	·	0%	-1%	4%	-4%	-1%	-1%	1%
HttQ103 aggreg	8%	4%	·	-8%	-18%	9%	-1%	2%	-12%	8%

#31 O=C(Cn1c(SCc2ccccc2)nc2ccccc21)N1CCOCC1
#32 CCS(=O)(=O)n1nc(-c2ccc(Cl)cc2)nc1SC
#33 C=C(C)C1CC=C(C)/C(=N\NC(=O)CNc2ccccc2OC)C1 (configuration not stated)
#34 O=C(CCc1ccccc1)C(=O)N1CCCC(C(=O)c2cccc(Cl)c2)C1 (configuration not stated)
#35 CCOC(=O)N1CCN(c2c(N3CCc4ccccc4C3)c(=O)c2=O)CC1
#36 Cc1ccc(CNc2nc3c([nH]2)c(=O)n(C)c(=O)n3C)cc1
#37 COc1ccc(OC)c(-n2c(C)nc3cc(C(=O)O)ccc32)c1
#38 Cc1noc(NS(=O)(=O)c2ccc(NC(=O)CCC3CCCC3)cc2)c1C
#39 O=C(Nc1cccc(F)c1)N1CCCC2(CCN(S(=O)(=O)c3ccccc3)CC2)C1
#40 Fc1cccc(Cl)c1CSc1nnc(CNc2ccccc2)o1
Assay by compound	31	32	33	34	35	36	37	38	39	40
LMNA splice mod	-18%	-6%	?	·	-2%	3%	3%	4%	·	16%[46 µM]
IMPase Li inh	-12%[38.3 µM]	28%[38.3 µM]	8%	8%	4%[38.3 µM]	-9%[38.3 µM]	-5%[38.3 µM]	14%[38.3 µM]	14%	5%
CBFb RUNX1 block	-6%	6%	-8%	27%	13%	2%	-9%	-4%	·	18%
HTT ATP protect	-35%	-11%	9%[10 µM]	11%[10 µM]	-1%	-2%	-24%	0%	-24%	-4%[10 µM]
SMN2 splice enh	-4%	27%	-4%	·	10%	-8%	-8%	-7%	0%	·
KinaseGlo FLuc	-1%	0%	0%	-2%	-2%	-4%	1%	-2%	-3%	-4%
HttQ103 aggreg	10%	0%	14%	15%[9.22 µM]	3%	-20%	15%	?	·	0%[9.22 µM]

A few values from the results shown:
Cc1ccc(CNc2nc3c([nH]2)c(=O)n(C)c(=O)n3C)cc1 in KinaseGlo FLuc has -4%
CCOC(=O)N1CCN(c2c(N3CCc4ccccc4C3)c(=O)c2=O)CC1 in KinaseGlo FLuc has -2%

New compounds follow.
#41 C=CCN1C(=O)S/C(=C/c2ccc(Sc3nc4ccccc4[nH]3)o2)C1=O
#42 C=C1C(C(=O)Nc2ccc(F)cc2)C1C(=O)Nc1ccc(F)cc1 (configuration not stated)
#43 COc1ccc(S(=O)(=O)NC2CC3CCC2C3)cc1Cl (configuration not stated)
#44 C/C(CC(=O)N(C(C)C)C(C)C)=N\NC(=O)COc1ccc(Cl)cc1Cl
#45 COc1cccc(CNC(=O)C2(C)Oc3ccccc3NC2=O)c1 (configuration not stated)
#46 N=c1c(C(=O)NCc2ccc(F)cc2)cc2c(=O)n3ccccc3nc2n1Cc1ccco1
#47 Cc1cc(C)c(NC(=O)C2CCCN2CCC(C)C)c(C)c1 (configuration not stated)
Assay by compound	41	42	43	44	45	46	47
LMNA splice mod	?	-14%[46 µM]	-6%	·	3%	?	-5%
IMPase Li inh	6%	-6%	23%[38.3 µM]	-5%	18%[38.3 µM]	19%	8%
CBFb RUNX1 block	-12%	-6%	5%	4%	3%	2%	1%
HTT ATP protect	-4%[10 µM]	-12%	5%[0.074 µM]	-19%	-3%	-25%[0.074 µM]	11%[10 µM]
SMN2 splice enh	-77%[inhibitor]	-23%	·	-5%	-19%	-42%[inhibitor]	-3%
KinaseGlo FLuc	-1%	2%	2%	1%	0%	0%	0%
HttQ103 aggreg	-32%	8%	-18%	-16%	3%	1%	-8%
